# AID inh: inhibitors of human activation induced cytidine deaminase; Potency, µM (highest dose often 115 µM), inactives show at the highest dose activity change, negative = inhibition, most hits filed as inhibitors; Q9GZX7; AID deamination FRET fluorescence, UDG-coupled, 4 h; 91,000 compounds, 0.32% hits; note: nearly all actives have a fitted effect of over 25% in size
# Target sequence (Q9GZX7 whole entry, looked up): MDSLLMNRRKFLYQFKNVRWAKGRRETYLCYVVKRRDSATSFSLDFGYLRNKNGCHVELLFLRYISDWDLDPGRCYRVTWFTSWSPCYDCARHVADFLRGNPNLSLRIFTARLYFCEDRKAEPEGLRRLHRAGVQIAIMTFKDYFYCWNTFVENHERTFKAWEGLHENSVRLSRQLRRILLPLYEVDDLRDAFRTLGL
# UDG counterscr: blocks uracil-DNA glycosylase in AID counter-screen; FRET deamination/UDG coupled assay, UDG read, 4 h; Potency, µM (series often up to 115 µM), for the others: at the highest dose activity change, negative = inhibition, most hits filed as inhibitors; 91,000 compounds, 0.14% hits; AID 1347430; note: nearly all actives have a fitted effect of over 65% in size
# An asterisk follows results filed as active; ? = inconclusive; & = joins results of further samples; [ ] = another dose, or the depositor's remark. Calls come from the whole dose curve; as a rule, active = well fitted curve in the direction sought with a large enough effect; inconclusive = small, poorly fitted or top-dose-only effect, or another doubt; inactive = no such curve, though single readings can be large; an effect the other way counts as inactive or inconclusive. % is set by controls: 0 for no effect and ±100 for the full control effect; potency is the fitted concentration of half-maximal effect. Only part of the results is shown (hit frequency here may not be typical).
# The first 6 compounds (preview)
# The line under a structure holds: AID inh, UDG counterscr
O=C(Nc1cccc(F)c1)c1ccc2c(c1)CC(c1ccc(F)cc1)OC2=O (stereo not drawn)
    6%, -4%
Cc1ccc(C2=CC(c3ccc(F)cc3)n3nnnc3N2)cc1 (stereo not drawn)
    -15%, ?
Cc1cccc(NC(=O)Cc2nc(-c3c(N)n(Cc4ccccc4)c(=O)n(C)c3=O)cs2)c1
    -7%, 0%
Cc1cccc(Cn2cc(C(=O)Nc3ccc(S(N)(=O)=O)cc3)ccc2=O)c1
    -10%, -7%
COC(=O)CC1CCNCC1
    -8%, -5%
COc1ccc(Nc2nnc(-c3ccc(C)c(S(N)(=O)=O)c3)c3ccccc23)cc1
    ?, ?

# This part in full, from the first entry:
# The line under a structure holds: AID inh, UDG counterscr
O=C(Nc1cccc(F)c1)c1ccc2c(c1)CC(c1ccc(F)cc1)OC2=O (stereo not drawn)
    6%, -4%
Cc1ccc(C2=CC(c3ccc(F)cc3)n3nnnc3N2)cc1 (stereo not drawn)
    -15%, ?
Cc1cccc(NC(=O)Cc2nc(-c3c(N)n(Cc4ccccc4)c(=O)n(C)c3=O)cs2)c1
    -7%, 0%
Cc1cccc(Cn2cc(C(=O)Nc3ccc(S(N)(=O)=O)cc3)ccc2=O)c1
    -10%, -7%
COC(=O)CC1CCNCC1
    -8%, -5%
COc1ccc(Nc2nnc(-c3ccc(C)c(S(N)(=O)=O)c3)c3ccccc23)cc1
    ?, ?
O=C(COCc1cc(-c2cccs2)on1)NCCN1CCCCCC1
    -6%, 3%
CC(=O)N1CCC(C(=O)NCCc2ccccc2C(F)(F)F)CC1
    3%, -2%
O=C(OCC(=O)C12CC3CC(CC(C3)C1)C2)c1cc(F)c(F)cc1Cl
    8%, 13%
Cc1cccc(N2CCN(C(=O)c3oc(=O)c4ccccc4c3-c3ccccc3)CC2C)c1 (stereo not drawn)
    6%, 0%
CCOc1ccccc1NC(=O)C(CC(C)C)NS(=O)(=O)c1ccc2c(c1)oc(=O)n2C (stereo not drawn)
    14%, -19%
COc1ccccc1NC(=O)c1c(C)cc(C)nc1SCC(=O)c1ccc(Cl)cc1
    5%, -3%
CCC1CCCCN1CCCNC(=O)CN1C(=O)CSc2ccc(S(=O)(=O)N3CCOCC3)cc21 (stereo not drawn)
    -8%, -3%
COc1ccc(-c2oc3ncn4nc(-c5ccccc5Cl)nc4c3c2-c2ccc(OC)cc2)cc1
    1%[57.5 µM], 2%[57.5 µM]
CCOC(=O)CSc1nnc2n(CC)c(=O)c3c(n12)-c1ccccc1CC31CCCCC1
    -16%, 3%
Cc1cccc(-c2nc3c4ccccc4nc(N4CCN(c5ccc(F)cc5)CC4)n3n2)c1
    10%, -5%
CC1(C)CC(C)(c2ccc(O)cc2)c2ccccc2O1 (stereo not drawn)
    2%, 2%
COc1ccc(-c2nc(NCCN3CCC(C)CC3)c3ccccc3n2)cc1
    -19%, -13%
COc1ccc(N2CCN(CCCNC(=O)c3ccc4nc(CCc5ccccc5)oc4c3)CC2)cc1
    3%, -4%
CCC(=O)Nc1ccc(C(C)NCc2ccsc2)cc1 (stereo not drawn)
    17%, 13%
COc1ccccc1N1CCN(S(=O)(=O)c2c(C)sc3ncn(CC(=O)Nc4ccc(C(F)(F)F)cc4)c(=O)c23)CC1
    3%, 2%
CCc1ccccc1NC(=O)C1COc2ccccc2C1 (stereo not drawn)
    6%, -6%
Cc1ccc2c(c1)N(C(=O)N1CCC(C(=O)NCc3ccccc3F)CC1)CC(C)O2 (stereo not drawn)
    -23%, -1%
Cc1cccc(N2CCN(C(=O)CN3C(=O)COc4ccc(S(=O)(=O)N5CCCC5)cc43)CC2)c1C
    13%, 10%
COc1ccccc1-n1cc(C(=O)c2cc(Cl)ccc2O)cc(C#N)c1=O
    0%, 14%
CCn1cc(C(=O)N2CCN(c3cc(Cl)ccc3C)CC2)c(=O)c2cc(S(=O)(=O)N3CCCC3)ccc21
    ?, -21%[57.5 µM]
O=C(CCC1CCCCC1)NCC1CCCO1 (stereo not drawn)
    -3%, 3%
Cc1ccc(NS(=O)(=O)c2c(C)nc3sccn3c2=O)c(Cl)c1
    -8%, 4%
O=C(CCc1nc2cccnc2n1-c1ccccc1)Nc1ccc(Cl)c(Cl)c1
    -16%, 5%
CCOC(=O)c1noc2nc(C)n(CC(=O)Nc3cc(Cl)ccc3OC)c(=O)c12
    -6%&16%, -7%&-7%

# For convenience, part of the list above.
# The line under a structure holds: AID inh, UDG counterscr
O=C(Nc1cccc(F)c1)c1ccc2c(c1)CC(c1ccc(F)cc1)OC2=O (stereo not drawn)
    6%, -4%
Cc1ccc(C2=CC(c3ccc(F)cc3)n3nnnc3N2)cc1 (stereo not drawn)
    -15%, ?

# Following part
# The line under a structure holds: AID inh, UDG counterscr
COc1ccc2oc(=O)c(-c3ccccc3)c(C)c2c1
    -2%, -3%
Cc1ccc(CCNc2nc3c(S(=O)(=O)c4ccccc4)nnn3c3ccsc23)cc1
    2%, 38%[activator]
Cc1cc(-c2nnn(CC(=O)NC(C)(C)C)n2)ccc1F
    -10%, -13%
O=C(NC1CC(=O)N(c2ccc(Cl)cc2)C1)c1ccc2c(c1)OCO2 (stereo not drawn)
    7%, 3%
O=C(COC(=O)c1c[nH]c2ccccc12)NC(=O)NC1CCCC1
    -9%, 5%
Cc1c(-c2ccccc2)c(=O)oc2cc(OC(=O)N3CCOCC3)ccc12
    -4%, 3%
CCOc1ccc(OCC)c(Nc2nc3ccc(Cl)cc3n3cnnc23)c1
    ?, -5%
O=C(Cc1nc(-c2c[nH]c(C(=O)N3CCCC3)c2)cs1)NCc1ccccc1
    3%, -8%
O=C(CSc1ccc(Cl)cc1)Nc1ccc2c(c1)OCCCO2
    -6%, -8%
N#Cc1ccc(OCc2nc(-c3ccc(Br)o3)no2)cc1
    6%, -3%
CC(Oc1cccc(Br)c1)c1nc(-c2ccncc2)no1 (stereo not drawn)
    -5%, -7%
Cc1ccccc1/C=N/NC(=O)c1cccs1
    -11%, -8%
Nc1nc(N)c(N=O)c(OCC2CCCCC2)n1
    4%, -4%
CCc1c(C(C)=O)oc2ccc(C)cc12
    2%, 0%
CCOC(=O)c1c(C)[nH]c(C)c1S(=O)(=O)N1CCC(C(=O)Nc2cc(Cl)ccc2OC)CC1
    1%, 4%
CCC(=O)C1=C(c2ccc(Cl)cc2)N(C(=O)CC)n2c(C)nnc2S1
    109%[activator], -14%
CCc1nc(NCCCO)c(C#N)c2c1CCCC2
    -5%, 2%
O=C(NNC(=O)C1CCCC1)c1ccc(Cl)cc1
    -6%, -5%
CC(O)CNS(=O)(=O)c1ccc(C(C)(C)C)cc1 (stereo not drawn)
    3%, 4%
COc1ccc(-c2nc3ccccc3s2)cc1NC(=O)COc1cccc(C)c1
    -26%, -6%
COCCn1ccc2c(OCC(=O)Nc3cccc(OC)c3)cccc2c1=O
    ?, ?
Cc1cccc(N2CCN(C(=O)c3cn(CC(C)C)c(=O)c4c3c3ccccc3n4C)CC2)c1C
    ?, ?
CCc1ccc(C(=O)c2cn(CC(=O)Nc3cc(OC)ccc3OC)c3nc(C)ccc3c2=O)cc1
    -5%, 0%
Cc1nn2c(C)c(C(=O)N3CCN(c4ccccc4F)CC3)cnc2c1-c1ccc(F)cc1
    ?, 0%
COc1ccc2c(=O)c(-c3ccccc3)coc2c1C
    -20%, 6%
COc1ccc(-c2nc(C)c(CCNS(=O)(=O)c3cc(Cl)ccc3Cl)s2)cc1
    -12%, 7%
Cc1cccc2nc(-c3ccc(N(C)C)cc3)c(Nc3ccc4c(c3)OCO4)n12
    29%, 4%
Cc1ccc(NC(=O)CCCc2nc3ccccc3o2)c(C)c1
    -12%, 2%
COc1cc2c(cc1NC(=O)C(C)Oc1ccccc1)oc1ccccc12 (stereo not drawn)
    ?, -24%
O=c1c2sc3ccccc3c2n(Cc2cccc(C(F)(F)F)c2)c(=O)n1-c1ccccc1
    15%, -10%
Cc1cc(C)c2c(n1)nn1c(C)c(CCC(=O)Nc3cccc(C)c3C)c(C)nc21
    -4%, -4%[57.5 µM]
Cc1ccc(NC(=O)Cn2c(=O)n(CC3CCCO3)c(=O)c3ccccc32)cc1 (stereo not drawn)
    2%, -12%
CCOC(=O)c1cnc2c(ccc3ccccc32)c1Nc1ccccc1O
    -21%, -8%
Cc1ccc(CCNC(=O)CN2C(=O)COc3ccc(S(=O)(=O)N4CCCC4)cc32)cc1
    5%, 5%
O=C(CSc1nnc(-c2ccccc2)o1)N1CCCc2ccccc21
    ?, -6%
COc1cccc(OCc2nc3ccccc3n2CCOc2ccccc2C)c1
    ?, -17%
N#Cc1ccccc1NC(=O)Cn1cnc2onc(-c3cccc(F)c3)c2c1=O
    11%, -21%
NC(N)=NCc1ccco1
    9%, 2%
O=C1C=C(Nc2cccc(Cl)c2)CC2(CCCCC2)C1
    7%, 7%
COc1ccc(C(=O)NCC(=O)OCc2ncc(-c3ccccc3)o2)cc1
    -6%, -3%
O=C(COC(=O)Cn1cnc2ccccc21)Nc1cccc(F)c1
    -2%, -4%
O=C(Cc1ccc(C(F)(F)F)cc1)NCCc1ccccn1
    -10%, -12%
CCNC(=O)CN(CC)CCc1ccccc1
    -7%, -5%
Cc1ccccc1COC(=O)c1nn(Cc2ccccc2)c(=O)c2ccccc12
    -6%, -8%
Cc1cccc(C(=O)NC2CCSC2=O)c1 (stereo not drawn)
    -3%, -2%
O=C(CSc1ccc2ccccc2n1)NC1CCS(=O)(=O)C1 (stereo not drawn)
    4%, -1%
O=C(NCc1ccc(Cl)cc1)C(=O)NCC(c1ccco1)S(=O)(=O)c1cccs1 (stereo not drawn)
    6%, 17%
Cc1ccc(-c2cc(C(=O)NC3=NCCS3)c3ccccc3n2)s1
    13%, 4%
O=C(NC1CCCCCC1)c1ccc2c(c1)sc1nc(-c3ccc(F)cc3)cn12
    15%, -3%[57.5 µM]
COc1cc(C(=O)Nc2nonc2-c2ccc(Cl)cc2)cc(OC)c1OC
    -20%, -3%
COc1cc(OC)cc(C(=O)Nc2cccc(-c3nncn3C)c2)c1
    -5%, -6%
Cc1cccc(N(C)C(=O)CCS(=O)(=O)c2ccc3c(c2)oc(=O)n3C)c1
    -11%[57.5 µM], -15%[57.5 µM]
Cc1ccnc(SC(C(=O)c2ccccc2)c2ccccc2)n1 (stereo not drawn)
    -13%, -3%
Cc1csc2nc(COc3ccc(NC(=O)COc4ccccc4F)cc3)cc(=O)n12
    18%, -6%
Cc1ccccc1Nc1c(-c2ccc(Br)o2)nc2ccc(Cl)cn12
    7%, -13%
Fc1ccc(N/N=C/c2ccc(Br)cc2)c(F)c1
    -7%, -4%
O=C(c1cc2ccc3cccnc3c2[nH]1)N1CCN(c2ccccc2)CC1
    -17%, 1%
Cc1sc(NC(=O)CC(C)(C)C)c(C#N)c1C
    23%, -3%
CCOC(=O)c1ccc(NC(=O)CCCn2c(=O)c3cccn3c3ccccc32)cc1
    2%, 5%[57.5 µM]
COc1ccc(C2=NOC(C(=O)Nc3cc(C)nn3-c3ccccc3)C2)cc1 (stereo not drawn)
    0%, 3%

# Later entries
# The line under a structure holds: AID inh, UDG counterscr
Cc1ccc(S(=O)(=O)c2nc(S(C)(=O)=O)sc2N(C)Cc2ccccc2)cc1
    ?, -13%
COc1ccc(S(=O)(=O)NCC(c2cccs2)S(=O)(=O)c2ccc(C)cc2)cc1F (stereo not drawn)
    13%, -1%
COCCCNC(=O)C(=O)Nc1c2c(nn1-c1cccc(Cl)c1)CSC2
    -14%, 6%
Nc1c(-c2nc(-c3ccc4c(c3)OCO4)cs2)c2ccccn2c1C(=O)c1ccc(Cl)cc1
    -5%, ?
S=C(NCCc1c[nH]c2ccccc12)Nc1cccc(Cl)c1
    0%, -4%
COC(=O)c1cc(NC(=O)CCc2c(C)nc3c4c(C)cc(C)nc4nn3c2C)cc(C(=O)OC)c1
    32%[activator], 7%
COc1ccc(-c2cc3ncc(C(=O)c4cc([N+](=O)[O-])ccc4O)cn3n2)cc1
    ?, -16%
CCCSc1nc2c(c(=O)[nH]c(=O)n2C)n1CCOCC
    1%, -11%
Cc1[nH]c2ccccc2c1C(=O)C(C)Cl (stereo not drawn)
    -6%, -3%
CCCc1cc(=O)oc2cc(C)cc(OCC(=O)C(C)(C)C)c12
    -1%, 0%
COc1ccccc1N1CCN(CCCCN2C(=O)c3ccccc3C2=O)CC1
    12%, 15%
CC1(CI)CSc2sc3ccccc3[n+]21 (stereo not drawn)
    -16%, -14%
O=c1cc(-c2ccccc2)c2cc3c(-c4ccccc4)coc3cc2o1
    -7%, 3%
COc1ccc(CNC(=O)c2ccccc2C(F)(F)F)cc1C(=O)O
    -5%, 10%
CCc1ccc(CNC(=O)c2sc3ncnc(N(C)C4CCCCC4)c3c2C)cc1
    -23%, -9%
CCOc1ccccc1NC(c1nnc(-c2ccccc2)o1)c1ccc(F)cc1Cl (stereo not drawn)
    -29%, 5%
CCC(=O)N1CCN(c2oc(/C=C/c3ccccc3)nc2C#N)CC1
    -16%, 26%
O=C(/C=C/c1ccc(C(F)(F)F)cc1)N1CCN(C(=O)C2CC2)CC1
    -4%, -5%
CCOc1ccc(CN2CCN(S(=O)(=O)c3ccc(Cl)cc3)CC2)cc1
    -12%, ?
Cc1cc(C(=O)Nc2ccc(Cl)cc2)c2c(C)nn(-c3ccccc3)c2n1
    -5%, 5%
COc1cc(CCC(=O)N(CC#N)C2CC2)cc(OC)c1
    -5%, 7%
Cc1cc(C)c2oc(C(=O)Nc3ccc(S(=O)(=O)N4CCCCCC4)cc3)cc(=O)c2c1
    -9%, -14%[57.5 µM]
CCn1c(SCC(=O)O)nc2c1c(=O)[nH]c(=O)n2C
    -9%, 3%
S=C(Nc1cccc(Cl)c1)N(Cc1ccccc1)Cc1ccccc1
    -12%, -13%

# Assay outcomes deposited in PubChem by National Center for Advancing Translational Sciences (NCATS).
